BAZ2B block – qHTS Assay for Inhibitors of BAZ2B; AlphaScreen BAZ2B-H3K14Ac peptide displacement; Potency, µM (top dose mostly 114 µM), without a hit: top-dose activity change, negative = inhibition, most hits filed as inhibitors; actives 4.4% (n = 360,000); note: % is set by controls: 0 for no effect and ±100 for the full control effect; nearly all actives have a fitted effect of over 60% in size
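AlphaScreen luminescence quantifies BAZ2B engagement of H3K14Ac peptide; the protein and biotinylated peptide are both at 50 nM final, buffer PBS pH 7.4 with 0.01% Tween-20, all steps at room temperature.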
POLK inh – qHTS for Inhibitors of Polymerase Kappa; Potency, µM (highest dose often 107 µM), for the others: top-dose activity, negative = inhibition, actives largely listed as inhibitors; AID 588579, 2011; actives 0.53% (n = 400,000); purified Pol kappa, fluorescent DNA synthesis assay, 10 min; note: % is set by controls: 0 for no effect and ±100 for the full control effect
Target sequence (Q9UBT6 whole entry, looked up): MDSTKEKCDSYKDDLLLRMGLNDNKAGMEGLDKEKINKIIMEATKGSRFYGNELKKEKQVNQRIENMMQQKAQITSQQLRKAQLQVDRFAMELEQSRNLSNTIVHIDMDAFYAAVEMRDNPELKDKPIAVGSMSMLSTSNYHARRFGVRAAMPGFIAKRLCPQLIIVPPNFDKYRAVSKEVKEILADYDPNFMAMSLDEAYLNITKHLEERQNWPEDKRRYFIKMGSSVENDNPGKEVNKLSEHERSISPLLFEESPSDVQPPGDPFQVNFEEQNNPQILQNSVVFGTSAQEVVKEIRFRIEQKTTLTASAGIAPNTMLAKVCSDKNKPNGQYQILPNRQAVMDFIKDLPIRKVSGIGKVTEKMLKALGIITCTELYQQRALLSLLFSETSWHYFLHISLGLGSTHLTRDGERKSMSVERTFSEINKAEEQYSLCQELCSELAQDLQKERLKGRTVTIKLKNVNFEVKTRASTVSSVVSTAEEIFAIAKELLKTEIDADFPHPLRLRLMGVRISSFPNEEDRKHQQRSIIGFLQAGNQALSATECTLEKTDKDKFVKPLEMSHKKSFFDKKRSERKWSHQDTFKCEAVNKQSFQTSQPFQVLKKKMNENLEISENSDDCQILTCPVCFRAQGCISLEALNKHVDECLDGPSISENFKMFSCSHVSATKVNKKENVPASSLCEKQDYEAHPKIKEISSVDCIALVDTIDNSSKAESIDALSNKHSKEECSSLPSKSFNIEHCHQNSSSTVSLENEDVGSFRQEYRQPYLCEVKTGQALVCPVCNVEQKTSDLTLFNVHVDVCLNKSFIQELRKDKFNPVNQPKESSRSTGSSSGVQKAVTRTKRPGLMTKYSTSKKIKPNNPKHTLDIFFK
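Kinetic fluorescence readout at 0 and 10 min followed reaction start with substrate at 50 nM final. Beforehand, enzyme (10 nM Pol kappa) stood 15 min with compound at room temperature; buffer-only wells were negative controls.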
POLB inh – qHTS Assay for Inhibitors of DNA Polymerase Beta; actives 1.3% (n = 340,000); P06746; Potency, µM (doses to about 114 µM), inactives show at the top dose activity change, negative = inhibition, hits mostly inhibitors; Pol beta primer extension/strand displacement, fluorescence kinetic; note: % is set by controls: 0 for no effect and ±100 for the full control effect
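Kinetic readout of DNA synthesis with strand displacement by Pol beta. Compound and 10 nM enzyme sit 15 min at room temperature; 50 nM substrate starts the reaction, read immediately and at 10 min.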
BLM helicase inh – qHTS Assay for Inhibitors of Bloom's syndrome helicase (BLM); RecQ-like DNA helicase BLM (Homo sapiens), P54132; Potency, µM (top dose mostly 56.1 µM), for the others: at the highest dose activity change, negative = inhibition, usual class: inhibitors; actives 0.2% (n = 350,000); recombinant BLM DNA unwinding, fluorescence dequenching;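 note: plate controls were vehicle for no effect and no enzyme for full effect; nearly all actives have a fitted effect of over 35% in size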
G9a block – qHTS Assay for Inhibitors of Histone Lysine Methyltransferase G9a; Histone-lysine N-methyltransferase EHMT2 (Homo sapiens), Q96KQ7; G9a H3K9 monomethylation, AlphaScreen, 2 h; Potency, µM (highest dose often 102 µM), for inactives: top-dose activity, negative = inhibition, actives largely listed as inhibitors; actives 8.8% (n = 350,000); note: % is set by controls: 0 for no effect and ±100 for the full control effect; nearly all actives have a fitted effect of over 75% in size
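Methyltransferase reactions run at room temperature for 2 h (20 nM enzyme, 500 nM biotin-H3K9 peptide, 20 uM SAM) after a 15 min compound preincubation; product detected by AlphaScreen beads and anti-H3K9me1 antibody.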
Apoferritin bind – qHTS Assay for Identification of Novel General Anesthetics; Ferritin light chain (Equus caballus), P02791; apoferritin/1-aminoanthracene competitive binding, fluorescence; Potency, µM (top dose mostly 77.5 µM), without a hit: at the top dose activity change, negative = displacement, hits mostly inhibitors; actives 0.074% (n = 350,000); note: % is set by controls: 0 for no effect and ±100 for the full control effect; nearly all actives have a fitted effect of over 20% in size
Target sequence (P02791 2-175 limits assumed): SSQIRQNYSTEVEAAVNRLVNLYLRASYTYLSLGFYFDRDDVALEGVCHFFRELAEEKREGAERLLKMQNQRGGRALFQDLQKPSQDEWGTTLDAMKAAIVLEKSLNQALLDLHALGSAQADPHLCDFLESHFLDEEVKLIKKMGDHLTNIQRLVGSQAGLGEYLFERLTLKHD
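Horse-spleen apoferritin (10 uM) was mixed with 50% saturated 1-aminoanthracene in PBS, exposed to compounds for 10 min at room temperature, and read for fluorescence (ex 380 nm, em 535 nm). Competitive displacement was fitted with a four-parameter Hill equation.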
APE1 inh – qHTS Assay for Inhibitors of the Human Apurinic/apyrimidinic Endonuclease 1 (APE1); Potency, µM (series often up to 65.8 µM), for inactives: top-dose activity change, negative = inhibition, hits mostly inhibitors; AID 2517, 2012; actives 0.35% (n = 350,000); recombinant APE1, TAMRA/BHQ-2 abasic DNA cleavage fluorescence;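 note: plate controls were vehicle for no effect and reference inhibitor for full effect; nearly all actives have a fitted effect of over 55% in size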
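Endonuclease cleavage of a quenched abasic-site DNA duplex (50 nM) by APE1 (0.75 nM) was tracked by TAMRA dequenching. Compounds were preincubated with enzyme 15 min at room temperature; data normalized to buffer-only and DMSO wells plus NSC13755 control.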
Pol iota inh – qHTS for Inhibitors of Polymerase Iota | DNA polymerase iota (Homo sapiens), Q9UNA4 | Pol iota fluorescent replication assay, 10 min | Potency, µM (top dose mostly 115 µM), inactives show at the top dose activity, negative = inhibition, most hits filed as inhibitors | actives 1% (n = 390,000) | AID 588590, 2011
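Pol iota at 10 nM preincubated 15 min with compounds at room temperature; reaction started with fluorescent substrate, 50 nM final. Fluorescence read kinetically at 0 and 10 min; buffer-only wells as negative control.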
Pol eta inh – qHTS for Inhibitors of Polymerase Eta; DNA polymerase eta (Homo sapiens), Q9Y253; actives 1.2% (n = 390,000); Potency, µM (titrated, usually from 114 µM), without a hit: top-dose activity change, negative = inhibition, hits mostly inhibitors; AID 588591, 2011; recombinant Pol eta, fluorescent DNA replication assay; note: % is set by controls: 0 for no effect and ±100 for the full control effect
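Pol eta at 10 nM preincubated with compounds 15 min at room temperature; reaction started with fluorescent substrate (50 nM final) and read kinetically at 0 and 10 min.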
* = called active by the depositor; ? = inconclusive; nt = not tested or not shown; & = joins results of further samples; [ ] = another dose, or the depositor's remark. Calls come from the whole dose curve; as a rule, active = well fitted curve in the direction sought with a large enough effect; inconclusive = small, poorly fitted or top-dose-only effect, or another doubt; inactive = no such curve, though single readings can be large; an effect the other way counts as inactive or inconclusive. Potency is the fitted concentration of half-maximal effect. An excerpt; count on the stated rates, not on these rows.

SMILES,BAZ2B block,POLK inh,POLB inh,BLM helicase inh,G9a block,Apoferritin bind,APE1 inh,Pol iota inh,Pol eta inh
O=C1CC(N2CCC(O)(c3ccc(Br)cc3)CC2)C(=O)N1c1ccc(Cl)cc1 (stereo unspecified),-1%,-12%,-1%,-1%,3%[59 µM],-4%,?,-7%,-14%
COc1ccc(-c2csc3nc(-c4ccccc4C)oc(=O)c23)cc1OC,4%,-8%,0%,-8%,2%[59 µM],1%,nt,-15%,4%
CC(C)(C)NC(=O)COC(=O)c1ccc(F)cc1Cl,-1%,2%,-3%,-1%,-3%,-6%,-3%,71%[activator],-4%
CCOC(=O)c1ccc(NC(=O)CCc2nnc3ccc(N4CCN(C)CC4)nn23)cc1,-3%,1%,7%,2%,nt,-1%,8%,17%,16%
COc1ccc(OC)c(NC(=O)c2c(NCc3ccc(N(C)C)cc3)sc3c2CCCC3)c1,11µM*,-8%[60.1 µM],1%,-10%,13µM*,-5%,nt,9%,-18%
Cc1nn(-c2ccccc2)c(Cl)c1/C=C1/C(=N)N2N=C(C(C)C)SC2=NC1=O,-4%,-9%,1%,0%,4%[59 µM],-14%,0%,165%[activator],-25%
CCOC(=O)C1CCN(C(=O)CSCc2nc(-c3ccc(OCC)cc3)oc2C)CC1,-8%,-11%,8%,-2%,-13%[59 µM],-14%,0%,-4%,-7%
CCCn1c(N)c(C(=O)CN(C)CC(=O)Nc2ccc(F)cc2)c(=O)[nH]c1=O,10%,-2%,nt,nt,10%[59 µM],nt,11%,38%[activator],-18%
CN(CCCC(=O)Nc1ccc(Br)cc1F)S(=O)(=O)c1ccccc1,0%,4%,2%,-6%,35µM*,-15%,57%[activator],1%,-12%
N#Cc1ccccc1OCC(=O)NCc1ccccc1CN1CCCC1,-3%,-12%,nt,nt,28%[12.7 µM],nt,15%,-7%,-1%
CCOC(=O)C1CCN(C(=O)CN2C(=O)CSc3ccc(S(=O)(=O)N4CCOCC4)cc32)CC1,-13%,2%,94%,0%,-6%,-8%,28%,?,-10%
CC12CCC(=O)N1C(C(=O)Nc1ccc(Cl)c(Cl)c1)CS2 (stereo unspecified),11%,2%,nt,nt,?,nt,7%,51%[activator],-14%
CN1CCCC(OC(=O)c2cc(Br)ccc2Cl)C1 (stereo unspecified),-3%,-7%,29%,5%,-6%[59 µM],?,-3%,-6%,-9%
Nc1c(-c2cccc(Cl)c2)cnn1-c1cccc([N+](=O)[O-])c1,?,-18%,10%,-12%,-13%,?,4%,5%,-13%
CC(C)Cc1nnc(NC(=O)CCC(=O)N2CCCCC2)s1,-2%[57.1 µM],-7%,31%,2%,?,-10%,-10%,15%,2%
CCOC(=O)c1ccc2ncc(C(=O)OCC)c(Nc3ccc(N4CCOCC4)cc3)c2c1,14µM*,-1%,8%,-6%,?,-11%,-3%,3%,?
Cc1sc2ncnc(SCC(=O)Nc3ccc(CN4CCCC4)cc3)c2c1C,9%,16%,nt,nt,10%[12.7 µM],nt,-12%,6%,-14%
CC1CC(C)CN(CCCNS(=O)(=O)c2cc(Br)cc3c2N(C(=O)C2CC2)CC3)C1 (stereo unspecified),1%,-10%,7%,4%,-3%,-4%,58%[activator],15%,1%
CCOC(=O)c1c(C)[nH]c(CCC(=O)Nc2ccc(Cl)cc2C)c1C,3%,-12%[60.1 µM],?,-4%,7%[59 µM],1%,nt,7%,-3%
CCOC(=O)CSc1cc(-c2ccccc2)nc2ncnn12,?,3%,-1%,1%,?,2%,-4%,51%[activator],-14%
CCC(C)(C(=O)NC1CCCCC1)N(C(=O)C1CCC(=O)N1)c1ccc(C)cc1 (stereo unspecified),6%,1%,0%,-2%,13%[59 µM],-3%,2%,16%,-12%
CCc1ccc(C(=O)COC(=O)c2cc([N+](=O)[O-])ccc2NCCO)cc1,?,-12%,-1%,-11%,?,?,-1%,100%[activator],-10%
Cc1ccc(C)c(OCCC(=O)NNC(=O)c2ccccc2F)c1,12%,-6%,nt,nt,0%,nt,1%,33%[activator],-19%
CC1CCCCN1CCNC(=O)c1cc2c(-c3ccccc3F)nn(C)c2s1 (stereo unspecified),-1%,2%,90%,65%[activator],?,-12%,-32%,11%,-11%
Cc1cn2c(=O)c(S(=O)(=O)NCc3ccc(F)cc3)c(C)nc2s1,0%,3%,1%,2%,6%[59 µM],-9%,nt,17%,-9%

Grouped by structure: those above containing two or more sulfur atoms (three)
SMILES,BAZ2B block,POLK inh,POLB inh,BLM helicase inh,G9a block,Apoferritin bind,APE1 inh,Pol iota inh,Pol eta inh
CCOC(=O)C1CCN(C(=O)CN2C(=O)CSc3ccc(S(=O)(=O)N4CCOCC4)cc32)CC1,-13%,2%,94%,0%,-6%,-8%,28%,?,-10%
Cc1sc2ncnc(SCC(=O)Nc3ccc(CN4CCCC4)cc3)c2c1C,9%,16%,nt,nt,10%[12.7 µM],nt,-12%,6%,-14%
Cc1cn2c(=O)c(S(=O)(=O)NCc3ccc(F)cc3)c(C)nc2s1,0%,3%,1%,2%,6%[59 µM],-9%,nt,17%,-9%

Continuation:
SMILES,BAZ2B block,POLK inh,POLB inh,BLM helicase inh,G9a block,Apoferritin bind,APE1 inh,Pol iota inh,Pol eta inh
COc1cc(NC(=O)C(CCS(C)(=O)=O)N2Cc3ccccc3C2=O)cc(OC)c1OC (stereo unspecified),?,-8%,45%[activator],-1%,?,-1%,nt,11%,-10%
O=C(Nc1cc2c3c(c1)C1CCCC1CN3CC1CCCC21)c1ccccc1 (stereo unspecified),28µM*,-22%,11%,-4%,8.9µM*,-9%,-5%,-18%,-3%
CCc1cccc(C)c1NC(=O)CSc1ncn[nH]1,-3%,1%,-2%,-2%,10%[59 µM],3%,0%,?,6%
O=C(Nc1ccccc1N1CCCCC1)c1ccc(N2C(=O)c3ccccc3C2=O)cc1,0%,-20%,11%,-5%,?,-8%,15%,4%,-6%
CCc1ccc(NC(=O)Cn2c(=O)n(Cc3ccco3)c(=O)c3oc4ccccc4c32)cc1,-1%,-11%,-12%,-2%,-4%[59 µM],-11%,nt,-7%,-8%
COc1ccc(S(=O)(=O)NCc2ccccn2)cc1Br,11%,-1%,-4%,0%,nt,-14%,-13%,26%,-9%
COc1cc(OC)c(NC(=O)c2ccc(-n3cnc4cccnc43)cc2)cc1Cl,-11%,-30%,?,-4%,-28%[59 µM],12%,nt,-10%,-4%
CCOC(=O)CNC(=O)CSc1nnc(NC(=O)c2ccc(S(=O)(=O)N3CCOCC3)cc2)s1,-14%,-13%,8%,-2%,?,4%,0%,-9%,-11%
CCc1noc(C)c1C(=O)OCC(=O)N1CCc2ccccc21,5%,-2%,nt,nt,13%[12.7 µM],nt,19%,-16%,-3%
CC(C)CCNC(=O)CCCOc1cc(=O)n(C)c2ccccc12,-32%,-17%,12%,-2%,-8%[59 µM],-14%,-3%,17%,-2%
COc1cc2nc(N3CCN(c4cc(C)ccc4C)CC3)nc(N)c2cc1OC,50µM*,-4%,?,3%,50µM*,?,29%,?,-25%
CCOc1ccccc1NS(=O)(=O)c1ccc2[nH]c(=O)ccc2c1,-4%,-40%,?,-7%,18%,4%,-23%,?,?
CCCNC(=O)/C(=C/c1cn(S(=O)(=O)N(C)C)c2ccccc12)NC(=O)c1ccc(OC)cc1,21%,-5%,0%,-7%,-32%,-20%,?,49%[activator],-15%
CCCC(=O)OC/C(O)=C(\C#N)c1nc2ccccc2[nH]1,-3%,-2%,27%,-6%,8%,-15%,-7%,99%[activator],-14%
Cn1cc(C(=O)N/N=C/c2ccc([N+](=O)[O-])cc2)c2ccccc21,1%,-6%,-6%,-7%,?,1%,-3%,43%[activator],7%
COc1ccc2cc(C(C)C(=O)N3CCC(C)CC3)ccc2c1 (stereo unspecified),4%,-6%,?,-4%,12%,-7%,31%,73%[activator],-27%
Cc1cccc(C(=O)N(Cc2nc3ccccc3c(=O)[nH]2)C2CCCC2)c1,-20%,-4%,7%,0%,5%,-19%,3%,24%,-3%
CC(=O)[C@@]1(O)CC[C@H]2[C@@H]3C[C@H](C)C4=CC(=O)CC[C@]4(C)[C@H]3CC[C@@]21C,1%,-22%,-13%,-6%&2%,-13%,-8%&-17%,8%&1%,1%,-5%
CCOC(=O)c1c(C)[nH]c(C(=O)COC(=O)CNC(=O)C2CCCCC2)c1C,0%,2%,-2%,-2%,13%[12.7 µM],-10%,0%,-18%,13%
COc1ccc(C(OC(=O)c2ccco2)C(=O)NC2CCCC2)cc1 (stereo unspecified),4%,-23%,2%,0%,-7%,-2%,21%,21%,-21%
CCOC(=O)N1CCN(C(=O)C2CCCN(S(=O)(=O)c3cc(C)ccc3OC)C2)CC1 (stereo unspecified),0%,-3%,2%,-2%,-27%[12.7 µM],-7%,1%,2%,-2%
Cc1ccc(S(=O)(=O)Nc2cccc(C(=O)Nc3cc(C)ccn3)c2)cc1,4%,nt,3%,-4%,-5%,?,1%,nt,nt
COC(=O)c1cc(-c2cccc(OC)c2)on1,14%,-4%,30%,-1%,-4%[59 µM],?,1%,90%[activator],-14%
Cc1ccc(OCC(=O)Nc2ccc(C(=O)OCc3cc(=O)n4nc(C5CC5)sc4n3)cc2)cc1,-6%,0%[60.1 µM],1%,-11%,17%[59 µM],-6%,nt,-15%,-12%
CN(C)c1oc(-c2ccccc2F)nc1C#N,-34%,-7%,13%,0%,-23%,-6%,-7%,12%,-5%

Screening results as filed in PubChem BioAssay.
